Screens (PubChem)
INS-1E GSIS act: GLuc luminescence reporter in INS-1E cells, primary screen for activators of glucose-dependent secretion of insulin; 370,000 compounds, 0.61% hits; INS-1E GLuc reporter insulin secretion, 2-3 h; AID 743287; activation, % at 16.6 µM;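 active = lowest replicate activation of at least 40%, so every replicate reaches that level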;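 also: 0% = median of neutral control wells and 100% = median of IBMX positive control wells; some compounds called inactive have numbers as strong as hits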
LGR2 antag: Drosophila LGR2 receptor signaling inhibition; inhibition, % at 9.99 µM; 380,000 compounds, 0.35% hits; HEK293 LGR2, CRE-luciferase, bursicon-stimulated, 4 h; AID 720647;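 active = drop in luminescence signal, shown as inhibition above about 50% in the replicate tests, limit read from the data, passing the limit was not always enough; inconclusive = probably only some replicates passing the limit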;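 also: agonist challenge used bursicon conditioned medium at about half maximal strength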
PAX8 reporter: PAX8 transcriptional activity inhibition. 360,000 compounds, 1.2% hits. RMG-I TPO-luciferase reporter, SteadyGlo, 24 h. inhibition, % at 12.6 µM;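 active = mean replicate inhibition at least 60% with every replicate also reaching 60%; inconclusive = only one of the two criteria is met; inactive = mean below 60% and not all replicates reaching 60%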;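 also: luciferase light reporting Pax8 driven TPO promoter activity; plate controls were median of neutral control wells for no effect and mitoxantrone controls for full effect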
An asterisk follows results filed as active; ? = inconclusive. A portion of the library; the hit share may differ from the screen's.

SMILES	INS-1E GSIS act	LGR2 antag	PAX8 reporter
CC(C)CNc1ccc2c(c1)OC[C@H](C)NS2(=O)=O	23	0	-5
CCCCNC(=O)C[C@@H]1C[C@@]2(C(=O)OC)CCCCC=C2N(CCc2ccc(OC)c(OC)c2)C1=O	-18	-9	-3
CCCCn1nnnc1C(c1ccccc1)N1CCCN(Cc2ccc(F)cc2)CC1 (configuration not stated)	-49	-10	10
CCOP(=O)(Nc1ccc2oc(=O)c3ccccc3c2c1)OCC	-4	5	-10
N#Cc1cccc(NC(=O)COC(=O)c2ccc3c(=O)n4c(nc3c2)CCC4)c1	5	6	-20
COc1ccc(/C=C/C(=O)C23CC4CC(CC(C4)C2)C3)cc1CN1CCOCC1	-11	16	44
Cc1ccc(OC(=O)c2ccc3nc(C)sc3c2)cc1	-6	-98	-47
O=C(CCC(=O)N/N=C/c1ccc(Br)o1)N/N=C/c1ccc(Br)o1	12	-12	-5
Cc1ccc2c(CC(=O)N3CCOCC3)coc2c1	0	15	11
CCOC(=O)C1=C(Nc2ccc(Br)cc2)C(=O)N(CC)C1	47	-31	10
COc1ccc(NC(=O)C2c3ccccc3OCC(=O)N2CCc2ccccc2)cc1 (configuration not stated)	-11	0	29
O=C1N[C@@H](Cc2ccccc2)C(=O)N2[C@H]1CSCCS2(=O)=O	4	3	-3
COc1ccc(C=O)c(-c2c(-c3ccccc3OC)sc3ccccc23)c1	3	2	-27
COC(=O)c1ccc(CN2C(=O)[C@]3(OCCC=C[C@H]3C)c3c(Br)cccc32)cc1	-17	17	-6
COC(=O)[C@]12CCCCC=C1N(Cc1ccccc1)C(=O)[C@H](CC(=O)NCc1cccc(C(F)(F)F)c1)C2	11	6	-7
O=C(O)c1cc(Cl)c(Cl)cc1C(=O)Nc1cccnc1	-10	32	16
O=C(c1ccco1)N(Cc1cccc([N+](=O)[O-])c1)c1ccc(Br)cc1	-2	1	-14
Cc1ccc(NC(=O)/C(=C/c2cccs2)NC(=O)c2ccco2)c(C)c1	4	-4	33
C=CCN=C1NC(c2ccc(F)cc2)C(C(=O)OC)=C(C)N1Cc1ccccc1C(F)(F)F (configuration not stated)	-34	7	-17
O=C(Nc1cc(F)ccc1F)N1CC(=O)N2[C@H](C1)[C@@H](c1ccc(C#CC3CCCC3)cc1)[C@@H]2CO	-8	25	12
CC(C)[C@H](NC(=O)c1ccc(Cl)cc1Cl)C(=O)N1CCC[C@H]1C(=O)NCc1ccccc1	-27	-17	-4
CC1(C)CC2CN(C(=O)Cc3ccccc3)C(C)(C2)C1 (configuration not stated)	-1	2	4
COc1ccc(-n2cc(-c3ccccc3)[nH]c2=S)cc1	2	-77	20
O=C(N[C@H](Cc1ccccc1)C(=O)NC1CCCCC1)[C@H]1O[C@@H](n2ccc(=O)[nH]c2=O)[C@H](O)[C@@H]1O	3	-8	-6
OC(c1ccccc1)(c1ccccc1)C1CCN(CCCOc2cccnc2)CC1	16	6	-13
Cc1ncc(CO)c(CO)c1OCC(O)CN1CCN(c2ccc(F)cc2)CC1 (configuration not stated)	3	7	6
CC(C)(C)[S@](=O)N1Cc2cc(C(=O)N3CCCCC3)nc(-c3cccc(Br)c3)c2[C@@H]1CCO	2	-6	0
N#Cc1cccc(C2CC(OCCF)=CC(=O)O2)c1 (configuration not stated)	13	-23	-17
COC(=O)[C@]12CCCCC=C1N(CCC1=CCCCC1)C(=O)[C@H](CC(=O)NCc1ccccc1)C2	-8	17	4
O=C(C(=O)N1CCC(CNS(=O)(=O)c2ccccc2OC(F)(F)F)CC1)c1cccs1	-19	-16	9
CCCCn1nnnc1C1(C)CCC(=O)N1C1CC1 (configuration not stated)	4	3	24
O=c1cc(/N=C/c2coc3c(ccc4ccccc43)c2=O)[nH]c(=S)[nH]1	2	8	11
CN(N=Cc1ccc(N(C)C)cc1)C(=O)c1ccccc1N	4	-38	-86
COc1ccc2c3c(n(C)c2c1)[C@@H](CO)N(C(=O)NC(C)C)CC31CN(CC2CC2)C1	-4	-1	-29
Cc1cc(C)c(NC(=O)CN)c(C)c1	6	3	-22
OCCc1ccccc1	9	-17	-3
Cc1[nH]c2ccccc2c(=O)c1CNCc1ccccc1	-17	6	8
FC(F)(F)c1ccc(C2[C@H]3CN(Cc4ccc(-c5ccccc5)cc4)[C@H](c4ccccc4)C34CC2(c2cccnc2)C4)cc1 (some centres not stated)	3	-6	-24
COc1ccccc1NC(=O)NCCC1=CCCCC1	-7	-14	-5
Cc1ccc(S(=O)(=O)N2[C@H](CC(=O)c3ccccc3)OC[C@@H]2C)cc1	-34	5	5

Arranged by heavy-atom count (lowest first): some entries from above.
SMILES	INS-1E GSIS act	LGR2 antag	PAX8 reporter
OCCc1ccccc1	9	-17	-3
Cc1cc(C)c(NC(=O)CN)c(C)c1	6	3	-22
CCCCn1nnnc1C1(C)CCC(=O)N1C1CC1 (configuration not stated)	4	3	24
COc1ccccc1NC(=O)NCCC1=CCCCC1	-7	-14	-5
Cc1[nH]c2ccccc2c(=O)c1CNCc1ccccc1	-17	6	8
CN(N=Cc1ccc(N(C)C)cc1)C(=O)c1ccccc1N	4	-38	-86
O=c1cc(/N=C/c2coc3c(ccc4ccccc43)c2=O)[nH]c(=S)[nH]1	2	8	11
Cc1ncc(CO)c(CO)c1OCC(O)CN1CCN(c2ccc(F)cc2)CC1 (configuration not stated)	3	7	6
COc1ccc2c3c(n(C)c2c1)[C@@H](CO)N(C(=O)NC(C)C)CC31CN(CC2CC2)C1	-4	-1	-29
CC(C)(C)[S@](=O)N1Cc2cc(C(=O)N3CCCCC3)nc(-c3cccc(Br)c3)c2[C@@H]1CCO	2	-6	0
COC(=O)[C@]12CCCCC=C1N(CCC1=CCCCC1)C(=O)[C@H](CC(=O)NCc1ccccc1)C2	-8	17	4
FC(F)(F)c1ccc(C2[C@H]3CN(Cc4ccc(-c5ccccc5)cc4)[C@H](c4ccccc4)C34CC2(c2cccnc2)C4)cc1 (some centres not stated)	3	-6	-24

Next section
SMILES	INS-1E GSIS act	LGR2 antag	PAX8 reporter
Cc1ccc(NC(=O)COC(=O)C2CCC2)cc1S(=O)(=O)N1CCCCC1	-26	-8	18
CCCCn1nnnc1C(c1cc2ccccc2o1)N1CCCN(C(=O)OC(C)(C)C)CC1 (configuration not stated)	-30	11	24
NNc1ccc2nnc(C(F)(F)C(F)(F)C(F)(F)F)n2n1	-6	7	19
CC(Oc1ccccc1Cl)C(=O)Nc1ccc(S(=O)(=O)N2CCCC2)cc1 (configuration not stated)	-3	-12	14
O=C(NNc1ccc([N+](=O)[O-])cc1[N+](=O)[O-])C1C2CCCCC21 (configuration not stated)	7	-6	26
COc1cc([N+](=O)[O-])ccc1NC(=O)Cc1ccc(C)cc1	-6	3	3
CC(C)(O)C#Cc1ccc(N2C(c3ccsc3)=Cc3ccc(F)cc3C2c2c[nH]c3ccccc23)cc1 (configuration not stated)	8	-19	30
Cc1cccc(N=O)n1	5	-8	-2
CCOc1ccc(CCN2C(=O)C(=O)N([C@@H](Cc3ccccc3)CN3CCC[C@H]3CN3C(=O)C(=O)NC[C@@H]3Cc3ccccc3)C[C@@H]2Cc2ccc(O)cc2)cc1	9	17	-4
COc1ccc(OC)c(/C=N/NC(=O)CNC(=O)c2ccc(S(=O)(=O)N3CCCC3)cc2)c1	-9	7	-6
COc1cc(/C=N/Nc2ccc([N+](=O)[O-])cn2)cc(OC)c1O	5	4	23
Cc1ccc(CC(CC(=O)Nc2cccc(C(F)(F)F)c2)C(=O)O)cc1 (configuration not stated)	-4	9	13
CC(C(=O)NCCN1C(=O)S/C(=C\c2cccnc2)C1=O)N1C(=O)c2ccccc2C1=O (configuration not stated)	-2	16	1
COc1ccc2c3c([nH]c2c1)[C@H](CO)N(C(=O)C1CCC1)CC31CN(C)C1	17	0	-10
O=C(Nc1c(-c2ccccc2)[nH][nH]c1=O)c1ccc2ccccc2c1	3	6	19
CC(C)CCN1C(=O)c2ccccc2C1c1nnnn1-c1ccc2c(c1)OCCO2 (configuration not stated)	-3	11	-3
Cc1cc(NC(=O)CCCC(=O)NCc2ccccc2)no1	-6	-7	14
CCCNC(=O)N1CC2(CN(CC3CC3)C2)c2c(n(C)c3cc(OC)ccc23)[C@@H]1CO	11	-4	13
O=C(CSc1nnc(-c2ccncc2)o1)NC1CCCCC1	-5	-24	-8
O=C(NC1CCCCC1)C1c2ccccc2OCC(=O)N1CCc1ccccc1 (configuration not stated)	-4	-15	-7
O=C(CSc1nc2[nH]ncc2c(=O)[nH]1)c1ccccc1	-3	-6	3
NCc1ccc(OCCCN2CCC(C(O)(C3=CCCC3)c3ccccc3)CC2)cc1 (configuration not stated)	-13	-5	-33
CC(C)C[C@H]1COc2cccc(N3CCC[C@@H]3CO)c2S(=O)(=O)N1	0	-2	-9
CCC(c1nnnn1-c1c(C)cccc1C)N1CCN(c2cccc(C(F)(F)F)n2)CC1 (configuration not stated)	-16	12	-12
Nc1[nH]c(C(=O)c2ccccc2)c(-c2ccccc2Br)c1C(=O)NCCc1c[nH]c2ccccc12	-11	-11	10
CC(C)C[C@@H](CN1CCC[C@H]1CN1C(=O)C(=O)NC[C@@H]1Cc1ccccc1)N1C[C@H](Cc2ccccc2)N(CC2CCCCC2)C(=O)C1=O	-42	?	57
O=C(NCc1ccco1)C1C(=O)Nc2ccccc2C(=O)N1C1CCCCC1 (configuration not stated)	21	-13	8
COc1ccccc1Cc1c(-c2ccc(F)cc2)nc2cc(C)c(Br)c(C)n12	5	6	-4
CCCCC[C@@H]1CCCCC[C@H](O)C[C@@H](O)[C@@H](O)/C=C/C(=O)O1	13	6	7
CC(C)C[C@H]1CN(CCCC[C@H]2CNC(=O)C(=O)N2CCc2ccccc2)C(=O)C(=O)N1CCc1ccc(O)cc1	22	-20	9
Cn1ccnc1SCCNC(=O)CCc1nnc(CCc2ccccc2)o1	-4	3	-33
Cc1cccc(C(=O)NC2CCCc3ccccc32)c1 (configuration not stated)	-3	-48	-8
O=[N+]([O-])c1ccc(N/N=C/c2sc(N3CCOCC3)nc2-c2ccccc2)c(S(=O)(=O)Nc2ccccc2Cl)c1	-43	?	0
Nc1[nH]c(C(=O)c2ccccc2)c(-c2ccncc2)c1C(=O)NCCc1c[nH]c2ccccc12	-10	-8	-3
O=C1c2ccccc2C(c2nnnn2-c2ccc3ccccc3c2)N1C1CC1 (configuration not stated)	0	2	26
COc1cccc(/C=C/C(=O)Nc2cccc(C(C)=O)c2)c1OC	13	-34	-156
CCN=C1NC(c2ccc(Cl)cc2)C(C(=O)OC)=C(C)N1Cc1cccc(C(F)(F)F)c1 (configuration not stated)	-11	12	6
C[C@@H]1COc2cccc(N3CCN(Cc4ccccc4F)CC3)c2S(=O)(=O)N1	19	-14	2
COc1ccc(N2C(=O)c3ccccc3NC(=O)C2C(=O)NCc2ccco2)cc1 (configuration not stated)	14	-3	20
CCOC(=O)c1c(NC(=O)c2ccc(N3C(=O)[C@@H]4[C@H](C3=O)[C@H]3C=C[C@@H]4C3)cc2)sc2c1CC(C)CC2 (some centres not stated)	1	4	-4
Cc1cccc(C)c1-n1nnnc1C(c1ccnc2ccccc12)N(Cc1ccccc1)Cc1ccccc1 (configuration not stated)	-11	13	3
Cc1ccc(S(=O)(=O)N2[C@H](CC(=O)OCc3ccccc3)OC[C@@H]2C)cc1	-1	-2	-4
CC1=C(C(=O)N2CCCCCC2)CC(CC(=O)NC2CCCC2)C(=O)N1Cc1ccc(C(C)(C)C)cc1 (configuration not stated)	-43	-27	3
Cc1nc(SCC(=O)NC(C)(C#N)C2CC2)c2c(-c3cccs3)csc2n1 (configuration not stated)	-14	16	11
CCC(c1nnnn1-c1ccc2c(c1)OCCO2)N1CCN(CCN2CCOCC2)CC1 (configuration not stated)	16	-10	-18
C#CCNC(=O)C1=C[C@H](c2ccc3c(c2)OCO3)C[C@H](OCCCCO)O1	-3	-8	0
COC(=O)[C@@]12C[C@@H](CC(=O)NCCCCc3ccccc3)C(=O)N(Cc3ccccc3)C1=CCC(C)(C)C2	-24	14	17
O=c1oc2ccccc2cc1N1CCOCC1	15	-8	1
COc1ccc2c3c([nH]c2c1)[C@H](CO)N(C(=O)CN(C)C)CC31CCN(CC2CCCC2)CC1	6	-7	-15
CCN(C)C1CN(Cc2cn(Cc3ccc(F)cc3)nn2)S(=O)(=O)C1 (configuration not stated)	9	1	4
Carrying on.
SMILES	INS-1E GSIS act	LGR2 antag	PAX8 reporter
Cc1oc2ccc(Br)cc2c(=O)c1-c1nn[nH]n1	12	10	5
O=C(Cc1c[nH]c2ccccc12)Nc1ccc(Nc2ccncc2)cc1	0	-9	14
O=C1c2ccccc2C2Cc3nnccc3CN12 (configuration not stated)	3	-10	-11
CC(C)(C)n1nnnc1C(c1cc2ccccc2o1)N1CCOCC1 (configuration not stated)	16	15	-26
Cc1cc(C)nc(SCc2ccc([N+](=O)[O-])cc2)n1	15	-10	3
COc1ccc(Nc2n[nH]c(C)c2[N+](=O)[O-])cc1	-7	-38	-55
CCOC(=O)[C@]12CCC=C1N(Cc1ccccc1)C(=O)[C@H](CC(=O)NCCC(C)C)C2	-35	-9	10
CC[C@H](C)[C@@H]1NC(=O)c2cc([N+](=O)[O-])cc(I)c2NCC[C@@H](C(N)=O)NC(=O)[C@H](CCCN=C(N)N)NC1=O	17	-2	7
CCOC(=O)c1sc2nc(C)nc(SCC(=O)N(C)C3CCS(=O)(=O)C3)c2c1C (configuration not stated)	7	-9	3
COc1ccc2nc(NC(=O)/C=C/c3ccc4c(c3)OCO4)sc2c1	-1	13	-9
